Screening results deposited in PubChem by several laboratories.
DYRK1A inh – Dyrk1A (rat) kinase inhibition. Q63470. inhibition, % at 12.5 µM. hit rate 0.43% among 310,000. ADP-Glo luminescence, NFATc1 peptide; in the data active = inhibition above about 50%;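 also: plate controls were vehicle with enzyme for no effect and no enzyme for full effect; many of its hits are not listed in these tables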
hERG rescue – shields human hERG channel from block by proarrhythmic agents; hit rate 0.51% among 310,000; activation (rescue from dofetilide block), less the hit threshold, % at 10 µM; Q12809; CHO-hERG, FluxOR thallium flux, dofetilide IC70 present; AID 1511;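 active = activation above the mean of controls blocked by dofetilide plus 5 SD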;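 also: thallium influx through hERG after potassium depolarization seen as dye fluorescence rise; in these data hits start at about 4.7%; inactives centre near -7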
KCNK9 inh – blocks the human KCNK9 two-pore domain potassium channel. hit rate 1.2% among 310,000. HEK293 KCNK9, FluxOR thallium flux fluorescence; hits give low values. B-score at 10 µM;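 active = ratio B-score over 3 SD below the library mean, with starting fluorescence within 5 SD of its mean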;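 also: negative B-score means less thallium flux so channel inhibition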
RGS4 pot – potentiators or activators of RGS4; B-score at 10 µM; AID 463111; HEK293 M3R/inducible RGS4, carbachol calcium flux Fluo4; hits give low values; hit rate 0.92% among 310,000;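 active = B-score of the integrated calcium signal more than 4 SD below the library mean, with starting fluorescence not abnormally high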;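 also: negative B-score means reduced calcium response which marks RGS4 activation or potentiation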
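Assay system: Inducible-RGS4 HEK293 cells carrying M3 receptor | Schedule: Compound preincubation 20 min at room temperature before agonist | Signal: Kinetic calcium fluorescence imaging with Fluo4-AM dye, 2 µM | Read-out basis: B score from integrated fluorescence ratio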
PolyA inhibitor – blocks polyadenylation in yeast reporter cells. S. cerevisiae SKY197-pL101 polyadenylation reporter, beta-gal luminescence; efflux-impaired pdr1/pdr3 knockout yeast; score 100 = 6 SD above DMSO. calls only at 12 µM. hit rate 0.02% among 300,000. AID 1875;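 active = lowest replicate activity score at least 50, where 100 means six control SD above control mean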;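 also: yeast exposed to compound for 9 h at 30 °C; higher score means more reporter readthrough which indicates perturbed polyadenylation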
GSK3beta inhib – inhibitors of human GSK3beta kinase. P49841. GST-GSK3beta kinase, ADP-Glo luminescence, 60 min; hits give low values. activity score (negative = inhibition), % at 10 µM. hit rate 0.038% among 300,000. AID 2097;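 active = more than half of replicate wells score below -50%, meaning over 50% inhibition versus plate controls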;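 also: 0% = median DMSO wells and -100% = median GW8510 positive control wells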
Target sequence (P49841 whole entry, looked up): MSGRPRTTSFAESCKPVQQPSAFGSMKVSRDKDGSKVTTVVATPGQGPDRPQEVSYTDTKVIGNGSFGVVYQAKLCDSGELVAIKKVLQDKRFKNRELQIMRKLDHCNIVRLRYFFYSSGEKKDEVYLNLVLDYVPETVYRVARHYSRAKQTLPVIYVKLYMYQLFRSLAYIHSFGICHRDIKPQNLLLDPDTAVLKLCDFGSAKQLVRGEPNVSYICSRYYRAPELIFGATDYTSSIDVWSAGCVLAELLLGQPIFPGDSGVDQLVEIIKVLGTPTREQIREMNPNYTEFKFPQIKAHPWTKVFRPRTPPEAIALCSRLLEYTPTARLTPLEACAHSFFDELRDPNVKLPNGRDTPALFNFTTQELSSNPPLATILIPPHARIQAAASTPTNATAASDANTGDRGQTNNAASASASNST
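Assay system: GST-tagged human GSK3beta kinase, cell-free; Input: 1.6 ng GSK3beta; Medium: Tris/MgCl2 kinase buffer; Timing: 60 min enzyme reaction, room temperature; Signal: ADP-Glo luminescence quantifying ADP generated by kinase; Evaluation: score relative to plate controls; Benchmarks: DMSO neutral wells and GW8510 at 20 µM as positive.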
HDAC3 inh – human HDAC3 inhibition; hit rate 0.15% among 320,000; O15379; recombinant HDAC3, fluorogenic peptide/trypsin coupled, fluorescence; inhibition, % at 8.3 µM; in the data active = inhibition above about 26%, passing the limit was not always enough
KCNQ1 act – potentiators or activators of human KCNQ1 potassium channel; P51787; CHO-K1 KCNQ1, thallium flux FluxOR fluorescence; hits give high values; B-score at 10 µM; hit rate 0.35% among 310,000;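 active = fluorescence ratio B-score, a plate-corrected score, at least three library SD, with initial intensity B-score within 5 SD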
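Doses: Single concentration per compound, DMSO matched to controls | Test system: KCNQ1-transfected CHO-K1 cells | Timing: 90 min dye loading and 20 min compound exposure, both at room temperature | Measured by: Kinetic FluxOR thallium fluorescence, 10-s 1-Hz baseline, 110-s post-stimulus read | Medium: Assay buffer with matched DMSO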
KCNK3 inh – human KCNK3 channel inhibition, primary screen. O14649. CHO-KCNK3 thallium flux, FluxOR fluorescence; hits give low values. B-score at 10 µM. hit rate 0.84% among 340,000. AID 602410;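 active = B-score under library mean minus 4 SD, starting fluorescence ratio at most library mean plus 5 SD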;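 also: more negative B-score means stronger inhibition of thallium flux through KCNK3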
GSK3A inh – blocks human GSK-3 alpha kinase | AID 2650 | P49840 | inhibition, % at 10 µM | ADP-Glo luminescence, 60 min | hit rate 0.1% among 320,000;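 in the data active = inhibition above about 50%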;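 also: GST-tagged GSK-3 alpha with peptide substrate and 25 µM ATP; 0% = DMSO neutral wells and 100% = GW8510 positive control wells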
Target sequence (P49840 whole entry, looked up): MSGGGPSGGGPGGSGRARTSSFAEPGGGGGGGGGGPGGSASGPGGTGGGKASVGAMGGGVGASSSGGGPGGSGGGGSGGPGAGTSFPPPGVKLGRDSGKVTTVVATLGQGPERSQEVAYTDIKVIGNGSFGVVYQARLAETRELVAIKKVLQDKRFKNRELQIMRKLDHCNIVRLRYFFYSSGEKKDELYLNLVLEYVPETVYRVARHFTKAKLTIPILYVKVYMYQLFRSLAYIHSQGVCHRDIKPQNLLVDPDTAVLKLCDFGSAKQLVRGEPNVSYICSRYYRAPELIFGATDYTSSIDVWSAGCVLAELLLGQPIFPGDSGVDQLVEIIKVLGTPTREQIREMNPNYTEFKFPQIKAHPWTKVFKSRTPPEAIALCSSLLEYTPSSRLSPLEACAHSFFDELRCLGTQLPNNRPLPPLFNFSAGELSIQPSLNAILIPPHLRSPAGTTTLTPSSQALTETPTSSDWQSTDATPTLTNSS
KCNQ1 inh – blocks the human KCNQ1 potassium channel | P51787 | CHO-K1 KCNQ1, FluxOR thallium flux fluorescence; hits give high values | B-score at 10 µM | hit rate 1.3% among 310,000;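 active = compounds whose thallium flux B-score, printed positive for inhibition, exceeds three library SD while starting fluorescence stays within three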;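 also: channel opened by potassium depolarization with thallium stimulus after 20 min compound exposure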
The depositor's hits bear a star; i = inactive; / = not tested or not shown. This is a subset; rates above refer to the full screens.

entry	canonical_smiles	DYRK1A inh	hERG rescue	KCNK9 inh	RGS4 pot	PolyA inhibitor	GSK3beta inhib	HDAC3 inh	KCNQ1 act	KCNK3 inh	GSK3A inh	KCNQ1 inh
1	O=C(Nc1cc(S(=O)(=O)Nc2ccc(Cl)cc2)ccc1N1CCCCC1)c1ccc(F)cc1	-5.8	-6.4	i	i	i	-0.8	-0.1	i	i	-2.3	i
2	O=C(NNC(=O)c1cc([N+](=O)[O-])ccc1Cl)c1cccs1	2.4	-4.0	i	i	i	1.0	5.5	i	i	-0.7	i
3	Cc1cc(/C=C(\C#N)C(=O)NCc2ccco2)c(C)[nH]1	9.4	-6.2	i	i	i	0.4	-1.8	i	i	-0.4	i
4	Cc1c(-c2ccc(Br)cc2)nc2ccccn12	10.1	-8.0	i	i	i	0.0	-1.7	i	i	1.4	i
5	CCCCc1nnc(NC(=O)C23CC4CC(CC(NC(C)=O)(C4)C2)C3)s1	3.4	-9.5	i	i	i	0.8	9.6	i	i	-0.4	i
6	Clc1ccc2nc(N3CCNCC3)nc(-c3ccccc3)c2c1	8.8	-31.3	i	i	i	-5.7	-16.7	i	i	2.0	i
7	COc1cccc(/C=N/n2c(-c3cc(C)[nH]n3)n[nH]c2=S)c1	/	-8.5	i	i	i	-3.4	2.0	i	i	4.9	i
8	CCCCN1C(=O)C2Cc3c([nH]c4ccccc34)CN2C1=S (configuration not stated)	-3.1	-16.6	i	i	i	3.7	6.7	i	i	-2.1	i
9	Cc1nc([N+](=O)[O-])cn1CC(O)c1ccc(Cl)cc1 (configuration not stated)	/	-4.6	i	i	i	-0.3	0.4	i	i	-0.3	i
10	Cc1cccc(-n2c(CNC(=O)c3ccc(S(=O)(=O)N(C)C)cc3)nnc2SCC(=O)Nc2ccc(F)cc2)c1	-3.2	-7.5	i	-8.1*	i	1.1	0.2	i	i	-0.1	i
11	CSc1ccccc1C(=O)N1CCN(c2ccc(F)cc2)CC1	-3.0	-6.5	i	i	i	-0.1	7.8	i	i	-0.4	i
12	CC1(C)Cc2cccc(Oc3ccc(S(=O)(=O)N4CCCCC4)cn3)c2O1	-0.5	-9.6	i	i	i	-1.4	1.9	i	i	/	i
13	O=C(CSc1nnc(-c2ccco2)o1)c1ccc(O)cc1O	/	-9.4	i	i	i	-0.8	7.9	i	i	1.5	i
14	CC(=O)N/C(=C\c1ccccc1)C(=O)OCC(=O)NC1CCCC1	-3.9	-1.3	i	i	i	5.9	0.1	i	i	-1.8	i
15	COc1ccc(COCC(O)CN(Cc2ccccc2)C(C)C)cc1OC (configuration not stated)	2.3	-19.5	i	i	i	-0.4	5.9	i	i	-1.2	i
16	CCc1c(C(=O)N2CCCN(C)CC2)csc1C	-2.2	-2.5	i	i	i	0.0	9.5	i	i	-1.9	i
17	COc1ccc(C(=O)NC(=S)N2CCOCC2)cc1Br	-5.3	0.2	i	i	i	0.5	3.7	i	i	-1.7	i
18	CC(=O)c1ccc(-c2nnc(CCC(=O)N(C)Cc3cnc4ccccn34)o2)s1	-1.6	-5.0	i	i	i	-0.7	-0.8	i	i	-0.5	i
19	O=S(=O)(NN=C1CCCCC1)c1ccccc1	-1.0	-3.8	i	i	i	1.2	-2.4	i	i	0.3	i
20	O=C(/C=C/c1ccccc1Cl)Nc1ccc(Cl)cn1	-3.0	-7.5	i	i	i	5.2	-6.5	i	i	-2.1	i
21	OCC[C@@H]1C[C@H](O)[C@@H](O)[C@]2(CCCc3ccccc3O2)O1	8.2	-6.0	i	i	i	-0.8	0.2	i	i	1.1	i
22	C=CCOc1ccccc1CN1CCCCCC1	-6.4	-6.6	i	i	i	3.6	-1.5	i	i	-1.9	i
23	CCCCCOc1ccc(Cl)cc1CN1CCOCC1	28.5	-11.9	i	i	i	-0.7	6.0	i	i	7.1	i
24	Brc1ccc(-c2nc(-c3ccccc3)no2)o1	7.8	-18.4	i	i	i	2.8	-1.1	i	i	-3.5	i
25	O=C(NCCc1ccccc1)c1n[nH]c(=O)c2ccccc12	-5.5	-10.3	i	i	i	2.8	1.0	i	i	0.4	i
26	CC(=O)c1sc(NC(=O)C2CC(=O)N(Cc3ccco3)C2)nc1-c1ccccc1 (configuration not stated)	17.8	-21.4	i	i	i	-14.7	-0.1	i	i	15.1	i
27	COc1ccc(Cn2nnnc2C(C(C)C)N(Cc2ccco2)Cc2cccs2)cc1 (configuration not stated)	2.6	-7.7	-7.55*	i	i	1.2	8.4	i	i	-1.5	i
28	COCCN(C(=O)c1ccc(OC2CCN(S(=O)(=O)N(C)C)CC2)cc1)C(C)C	-8.0	-6.3	i	i	i	-1.7	-6.8	i	i	1.1	i
29	O=C(CNS(=O)(=O)/C=C/c1ccccc1)OCC(=O)N1CCC(Cc2ccccc2)CC1	11.4	-9.9	i	i	i	-2.1	4.9	i	i	-5.8	i
30	CCOC(=O)CCn1cc(F)c(=O)n(Cc2ccccc2)c1=O	-6.7	-15.5	i	i	i	3.5	-7.0	i	i	-1.0	i
31	COc1ccc(/C=C/C(=O)NC(=S)NNC(=O)c2ccco2)cc1	2.0	-11.9	i	i	i	2.9	3.6	i	i	-1.5	i
32	CCCn1nnnc1SCC(=O)NCc1ccccc1	8.5	-7.2	i	i	i	1.6	-2.0	i	i	-1.3	i
33	CCCn1c(SCC(=O)Nc2ccc(NC(=O)CC)cc2)nc2c1c(=O)n(C)c(=O)n2C	-4.6	-4.1	i	i	i	0.8	-6.7	i	i	-2.3	i
34	O=C(NC1=NCCS1)C1CC(=O)N(c2ccc(Cl)cc2)C1 (configuration not stated)	-1.9	-17.2	i	i	i	0.0	-10.6	i	i	-0.9	i
35	O=C(NN1C(=O)c2ccccc2C1=O)C1CC2CCC1C2 (configuration not stated)	-0.8	0.1	i	i	i	1.4	5.2	i	i	-0.2	i
36	c1ccc(-c2ccccc2OCCn2cncn2)cc1	0.3	-2.3	i	i	i	-0.5	-3.2	i	i	-1.9	i
37	CC(C)C(=O)Nc1cccc(NC(=O)c2ccc(Cl)cc2Cl)c1	1.5	-5.0	i	i	i	3.3	2.9	i	i	-1.2	i
38	CC(=O)Nc1ccc(Cc2ccncc2)cc1	0.0	-12.6	i	i	i	0.7	-4.4	i	i	-0.2	i
39	Cc1cccc(CNC(=O)C2CCC(=O)N(Cc3ccccc3F)C2)n1 (configuration not stated)	1.1	-7.1	i	i	i	-0.7	/	i	i	/	i
40	O=C1CC(SCCO)C(=O)N1c1ccccc1 (configuration not stated)	1.9	-12.4	i	i	i	-6.3	-5.9	i	i	-5.6	i

3 compounds already listed, arranged by heavy-atom count, smallest number first:
entry	canonical_smiles	DYRK1A inh	hERG rescue	KCNK9 inh	RGS4 pot	PolyA inhibitor	GSK3beta inhib	HDAC3 inh	KCNQ1 act	KCNK3 inh	GSK3A inh	KCNQ1 inh
40	O=C1CC(SCCO)C(=O)N1c1ccccc1 (configuration not stated)	1.9	-12.4	i	i	i	-6.3	-5.9	i	i	-5.6	i
36	c1ccc(-c2ccccc2OCCn2cncn2)cc1	0.3	-2.3	i	i	i	-0.5	-3.2	i	i	-1.9	i
35	O=C(NN1C(=O)c2ccccc2C1=O)C1CC2CCC1C2 (configuration not stated)	-0.8	0.1	i	i	i	1.4	5.2	i	i	-0.2	i

Going on with the list.
entry	canonical_smiles	DYRK1A inh	hERG rescue	KCNK9 inh	RGS4 pot	PolyA inhibitor	GSK3beta inhib	HDAC3 inh	KCNQ1 act	KCNK3 inh	GSK3A inh	KCNQ1 inh
41	CCOc1cccc(/C=C/c2ccc3cccc(O)c3n2)c1O	-4.6	-9.5	i	i	i	2.9	3.2	i	i	-3.0	i
42	CCC1=Nc2ccc(Br)cc2C(c2ccccc2)N1CC(=O)OC (configuration not stated)	-4.8	-5.1	i	i	/	-0.2	-1.0	i	i	0.4	i
43	CCCN(C(=O)CSCC(=O)Nc1ccc(OC)cc1)c1c(N)n(Cc2ccccc2)c(=O)[nH]c1=O	-3.8	-10.8	i	i	i	-1.2	1.5	i	i	-3.3	i
44	CCCN1CCc2[nH]c(=S)[nH]c(=O)c2C1	-5.3	-7.2	i	i	i	2.2	-2.2	i	i	-1.4	i
45	CCOC(=O)c1ccc(OCCOc2ccccc2C)cc1	1.9	-9.0	i	i	i	1.3	-1.1	i	i	-3.1	i
46	CN(C(=O)C1CCCCC1)C1CCS(=O)(=O)C1 (configuration not stated)	2.5	-6.2	i	i	i	-2.3	-11.1	i	i	1.5	i
47	Cc1nn(C)c(Nc2ccc(Br)cc2)c1Br	-5.9	-10.9	i	i	i	-3.5	14.0	i	i	0.7	6*
48	CCCCCCOc1ccc(C(CC(=O)NC)C(=O)O)cc1 (configuration not stated)	-2.6	-5.6	i	i	i	-0.2	-10.6	i	i	-3.3	i
49	CCN(c1cccc2ccccc12)S(=O)(=O)c1ccc(Cl)nc1	-8.1	-4.7	i	i	i	-3.4	-1.3	i	i	-1.0	i
50	Cc1ccc(N2C(=O)N(CC(=O)Nc3ccc(C)cc3C)C(=O)C2C)cc1 (configuration not stated)	-5.6	-7.8	i	i	i	0.3	6.2	i	i	-0.3	i
51	CCC(C)NC(=O)c1cccc(OCc2c(C)noc2C)c1 (configuration not stated)	-2.0	-10.5	i	i	i	-0.5	-3.8	i	i	-1.2	i
52	O=C(CC(SCCO)c1ccc([N+](=O)[O-])cc1)c1ccco1 (configuration not stated)	-0.5	-7.7	i	i	i	2.8	10.1	i	i	-3.1	i
53	NC(c1ccccc1)c1ccncc1 (configuration not stated)	/	-3.6	i	i	i	3.2	1.5	i	i	-0.2	i
54	CCOC(=O)c1sc(NC(=S)NC(=O)CC(C)C)cc1C	-0.9	-5.1	i	i	i	3.4	21.4	i	i	0.9	i
55	COCC(=O)Nc1ccc2c(c1)OCO2	3.1	-8.8	i	i	i	-18.3	3.3	i	i	0.9	i
56	COC(=O)Cc1ccc(NC(=S)N2CCN(c3cc(Cl)ccc3C)CC2)cc1	1.1	-8.3	i	i	i	0.5	-0.9	i	i	0.1	i
57	C#CCOc1ccc(C2C(C#N)=C(N)Oc3cc(O)ccc32)cc1 (configuration not stated)	17.9	-3.4	i	i	i	-0.6	-6.8	i	-9.47*	1.0	i
58	CC(C)(C)NC(=O)COC(=O)CCC(=O)c1ccc(F)cc1	-0.6	-3.1	i	i	i	-1.3	-13.8	i	i	-1.4	i
59	COc1cccc(NS(=O)(=O)c2c(C(=O)N3CCCCCC3)c(C)n(C)c2C)c1	-3.1	-7.0	i	i	i	3.4	1.1	i	i	/	i
60	COc1ccc(CNc2ncnc3ccccc23)cc1	1.0	-13.3	i	i	i	1.7	2.2	i	i	-1.7	i
